Screening results (PubChem)
mcGAS RapidFire – blocks mouse cGAS cGAMP production. Q8C6L5. recombinant mouse cGAS, cGAMP by RapidFire MS. inhibition, % at 12.5 µM. 130,000 tested, 0.18% active;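 active means inhibition of cGAS enzyme activity at or above 60%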;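 further: enzyme stimulated by 45 bp dsDNA with ATP and GTP substrates; cGAMP share of summed cGAMP plus half ATP and half GTP signals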
Target sequence (Q8C6L5 whole entry, looked up): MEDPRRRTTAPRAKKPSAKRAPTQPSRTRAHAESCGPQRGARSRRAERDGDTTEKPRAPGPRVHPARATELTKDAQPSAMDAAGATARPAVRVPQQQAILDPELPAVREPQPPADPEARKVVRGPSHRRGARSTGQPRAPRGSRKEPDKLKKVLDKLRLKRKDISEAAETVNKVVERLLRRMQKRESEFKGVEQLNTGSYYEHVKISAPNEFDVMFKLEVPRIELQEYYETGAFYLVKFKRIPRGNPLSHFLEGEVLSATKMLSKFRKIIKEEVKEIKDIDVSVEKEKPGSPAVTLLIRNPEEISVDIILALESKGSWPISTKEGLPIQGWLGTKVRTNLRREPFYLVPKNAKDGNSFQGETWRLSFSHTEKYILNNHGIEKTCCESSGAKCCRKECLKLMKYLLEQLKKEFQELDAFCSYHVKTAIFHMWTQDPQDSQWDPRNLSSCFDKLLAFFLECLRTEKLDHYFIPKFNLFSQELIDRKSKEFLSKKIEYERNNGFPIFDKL
* marks the source's active call; other numbers are inactive results; & = joins results of further samples. A portion of the library; count on the stated rates, not on these rows.

Start of the listing, in advance (four entries):
How did Cc1cccc(-c2n[nH]c(=S)n2CC(=O)N2CCC(CCc3ccccc3)CC2)c1 do in these assays?
mcGAS RapidFire: -10

What do the screens show for `Cc1nn(C)c(C)c1CC(=O)NC1(c2ccc(Cl)cc2)CCC1`?
mcGAS RapidFire: -1

How did CCCNC(=O)C(NS(=O)(=O)c1ccccc1)C1CCNCC1 (centres undefined) do in these assays?
mcGAS RapidFire: -6

What do the screens show for `Oc1ccc2ccccc2c1C=NCc1cn2ccsc2n1`?
mcGAS RapidFire: 0

Main list, from the start:
How did Cc1cccc(-c2n[nH]c(=S)n2CC(=O)N2CCC(CCc3ccccc3)CC2)c1 do in these assays?
mcGAS RapidFire: -10

What do the screens show for `Cc1nn(C)c(C)c1CC(=O)NC1(c2ccc(Cl)cc2)CCC1`?
mcGAS RapidFire: -1

How did CCCNC(=O)C(NS(=O)(=O)c1ccccc1)C1CCNCC1 (centres undefined) do in these assays?
mcGAS RapidFire: -6

What do the screens show for `Oc1ccc2ccccc2c1C=NCc1cn2ccsc2n1`?
mcGAS RapidFire: 0

How did Cc1cc(N)n(-c2nc3c(cnn3-c3cccc(C)c3C)c(=O)[nH]2)n1 do in these assays?
mcGAS RapidFire: -28

What do the screens show for `O=C(CN1C(=O)NC2(CCc3ccccc32)C1=O)NC1CCCCCC1` (centres undefined)?
mcGAS RapidFire: -4

What do the screens show for `Cc1nc(CNC2CC2)[nH]c(=O)c1Cc1cccc(C(F)(F)F)c1`?
mcGAS RapidFire: -6

How did COc1ccccc1OCc1cc(C(=O)NCc2ccccc2)n[nH]1 do in these assays?
mcGAS RapidFire: -6

Results for CN(C)S(=O)(=O)c1ccc(I)cc1 ?
mcGAS RapidFire: -5

Results for CC(C)C(C)(C#N)NC(=O)c1ccc(Br)o1 (centres undefined) ?
mcGAS RapidFire: -6

Results for Cc1nccn1CC1CCCN(Cc2ccc(Cn3cccn3)cc2)C1 (centres undefined) ?
mcGAS RapidFire: -5

What do the screens show for `Cc1ccc(C(=O)N=c2sccn2C(C(=O)NCCN(C)C)c2ccccc2)cc1` (centres undefined)?
mcGAS RapidFire: -3

What do the screens show for `CCCCOc1ccccc1C(=O)N1CCOC(C(F)(F)F)C1` (centres undefined)?
mcGAS RapidFire: -12

How did CCC(CC)(C(=O)O)C(=O)O do in these assays?
mcGAS RapidFire: 6

Results for O=C1OCCN1c1ccccc1NCc1ccc(Br)cc1 ?
mcGAS RapidFire: -11

An excerpt from above in order of molar mass, largest number first:
How did Cc1cccc(-c2n[nH]c(=S)n2CC(=O)N2CCC(CCc3ccccc3)CC2)c1 do in these assays?
mcGAS RapidFire: -10

Results for Cc1nccn1CC1CCCN(Cc2ccc(Cn3cccn3)cc2)C1 (centres undefined) ?
mcGAS RapidFire: -5

How did CCCNC(=O)C(NS(=O)(=O)c1ccccc1)C1CCNCC1 (centres undefined) do in these assays?
mcGAS RapidFire: -6

What do the screens show for `Cc1nc(CNC2CC2)[nH]c(=O)c1Cc1cccc(C(F)(F)F)c1`?
mcGAS RapidFire: -6

What do the screens show for `Cc1nn(C)c(C)c1CC(=O)NC1(c2ccc(Cl)cc2)CCC1`?
mcGAS RapidFire: -1

(continued)
How did Cn1ccc(C2CCCCN2S(=O)(=O)NCc2ccccc2)n1 (centres undefined) do in these assays?
mcGAS RapidFire: -46

How did Cc1c(C(C)NC(=O)CCN2CCCO2)cnn1-c1cccc2ccccc12 (centres undefined) do in these assays?
mcGAS RapidFire: 1

What do the screens show for `COc1cccc2sc(NC(=O)c3ccc(S(=O)(=O)N4CCc5ccccc5C4)cc3)nc12`?
mcGAS RapidFire: -12

Results for CC(Oc1ccc2c(c1)OCO2)C(=O)N(C)Cc1ccsc1 (centres undefined) ?
mcGAS RapidFire: -12

How did CCC(C)C(=O)NCC(=O)OCc1cc(Cl)c2nccn2c1 (centres undefined) do in these assays?
mcGAS RapidFire: -8

How did O=C(/C=C/c1cccnc1)Nc1ccccc1CN1CCCC1 do in these assays?
mcGAS RapidFire: -6

What do the screens show for `Cc1cccn2cc(Cn3ccnc3-c3ccc(CO)o3)nc12`?
mcGAS RapidFire: 6

How did CCCC(=O)N(CCN1CCOCC1)c1nc2c(OC)ccc(C)c2s1 do in these assays?
mcGAS RapidFire: -8

Results for CN(C)C(CNC1CC2CC1C1CCCC21)c1ccco1 (centres undefined) ?
mcGAS RapidFire: -1

How did CC(=O)Nc1ccc(NC(=O)C23CC4CC(CC(Cl)(C4)C2)C3)c(C(F)(F)F)c1 do in these assays?
mcGAS RapidFire: 14

How did CC(C)(C)c1cc(CN2CCC(CNS(C)(=O)=O)C2)[nH]n1 (centres undefined) do in these assays?
mcGAS RapidFire: -5

Results for c1ccc2[nH]c(CC3CCCN(Cc4cc5n(n4)CCNC5)C3)nc2c1 (centres undefined) ?
mcGAS RapidFire: 1

How did Cn1c(N)c(C(=O)CSc2nnc(C3CC3)n2C2CC2)c(=O)n(C)c1=O do in these assays?
mcGAS RapidFire: 1

Results for NS(=O)(=O)c1ccc(N2C(=O)CSC2=S)cc1 ?
mcGAS RapidFire: -4

How did COc1cc(C(=O)NC(Cc2ncc[nH]2)c2ccccc2)ccc1C (centres undefined) do in these assays?
mcGAS RapidFire: -29

Results for Cc1cc(C(=O)CSc2nnc3n2CCCCC3)c(C)n1-c1ncn[nH]1 ?
mcGAS RapidFire: -9

What do the screens show for `CC(C)Cn1c(N)n[nH]c1=S`?
mcGAS RapidFire: -11

What do the screens show for `CN(CC1CCCCO1)C(=O)c1ccc2cccnc2n1` (centres undefined)?
mcGAS RapidFire: -8

Results for COC(=O)C(c1cccnc1)N1CCN(C(=O)c2ccc(Cl)cc2)CC1 (centres undefined) ?
mcGAS RapidFire: -4

What do the screens show for `Cc1ccc(N2C(=O)CS(=O)(=O)C23C(=O)Nc2ccccc23)cc1C` (centres undefined)?
mcGAS RapidFire: 0

How did CC(C)c1ncc(CN2C[C@@H]3C4CCC(CC4)[C@@H]3C2)cn1 do in these assays?
mcGAS RapidFire: -10

How did Cc1cccc2[nH]c(CNC(=O)[C@@H](N)Cc3c[nH]c4ccccc34)nc12 do in these assays?
mcGAS RapidFire: 1

What do the screens show for `CN(C)C(CN)c1cccc2ccccc12` (centres undefined)?
mcGAS RapidFire: -31

Results for CC(=O)Cc1nsc(N(C)C(=O)CC2CCCCC2)n1 ?
mcGAS RapidFire: -14

What do the screens show for `Cc1cc(N(C)C)nc(NCCNC(=O)c2ccc(Br)o2)n1`?
mcGAS RapidFire: -11

What do the screens show for `O=S(=O)(NCCNS(=O)(=O)c1cccs1)c1cccs1`?
mcGAS RapidFire: -18

How did CN(C)c1cc(Cl)nc(SCC(=O)O)n1 do in these assays?
mcGAS RapidFire: -8

How did CCCn1c(C(C)NCCOC)nc2ccccc2c1=O (centres undefined) do in these assays?
mcGAS RapidFire: -5

How did CC(C)(C)C1CCc2sc(C(=O)NN3C(=O)NC4(CCCCC4)C3=O)cc2C1 (centres undefined) do in these assays?
mcGAS RapidFire: 25

What do the screens show for `CCc1nc(C2CN(C(=O)c3cnc4n[nH]c(C)c4c3)CCO2)n[nH]1` (centres undefined)?
mcGAS RapidFire: -12

Results for Cc1nc(SCC(=O)c2c(N)n(C3CC3)c(=O)[nH]c2=O)n(C2CCCC2)c1C ?
mcGAS RapidFire: -9

What do the screens show for `Cc1ccnc(NC(=O)NCCCSc2nc(C)cc(C)n2)n1`?
mcGAS RapidFire: -10

How did CC(=O)c1ccc(Oc2cc(-n3nc(C)cc3C)nc(-c3ccccc3)n2)cc1 do in these assays?
mcGAS RapidFire: -24

Results for Oc1ccc(F)cc1CN1CCC(n2cc(C3CCCC3)nn2)CC1 ?
mcGAS RapidFire: 5

How did C(=C(c1ncc(-c2ccccc2)o1)[n+]1ccccc1)c1ccc(-c2ccccc2)cc1 do in these assays?
mcGAS RapidFire: -7

How did Cc1occc1C(=O)N(C)Cc1csc(C(C)C)n1 do in these assays?
mcGAS RapidFire: -23

How did Cc1cccc(Cn2c(CCNC(=O)CCC(C)O)nc3ccccc32)c1 (centres undefined) do in these assays?
mcGAS RapidFire: -11

How did C=c1ccccc1=C1C=NNC(=NCc2nc(C)c(C)s2)N1 do in these assays?
mcGAS RapidFire: -1

How did COc1ccccc1C(=O)Nc1nnc(CC(C)C)s1 do in these assays?
mcGAS RapidFire: -1

How did Cc1nc(SCC(=O)N2CCC(C)CC2)c2c3c(sc2n1)CCC3 do in these assays?
mcGAS RapidFire: 1

What do the screens show for `CCn1nc(C)c(C(=O)N2CCCC3(CC2)CNC(=O)O3)c1C` (centres undefined)?
mcGAS RapidFire: -11

Results for O=S(=O)(NN=Cc1c[nH]c2ccccc12)c1ccccc1 ?
mcGAS RapidFire: -1

How did CCOC(=O)Cn1c(C)c(C)n2c3c(=O)n(C)c(=O)n(C)c3nc12 do in these assays?
mcGAS RapidFire: -6

Results for Cc1cc(-c2ccc3nc(C(=O)N4CCN(c5ccccn5)CC4)cn3c2)ccc1F ?
mcGAS RapidFire: -13

Results for N#CC(C#N)=NNc1ccc2c(c1)OCCO2 ?
mcGAS RapidFire: -1

What do the screens show for `O=C(CN1CCCc2cc(F)ccc21)NCc1ccco1`?
mcGAS RapidFire: 2

Results for COc1cc(CSc2ncc(CO)n2CC(=O)NC2CCCC2)cc(OC)c1 ?
mcGAS RapidFire: -10

How did CC(C)c1cc(C(=O)NCc2cc(-c3ccco3)on2)n(C)n1 do in these assays?
mcGAS RapidFire: -8

Results for CN1CCC(=NNC(=O)CN(c2ccc(Oc3ccccc3)cc2)S(C)(=O)=O)CC1 ?
mcGAS RapidFire: -25

How did COc1cccc(NC(=O)CCC2CCN(S(=O)(=O)c3cccnc3)CC2)c1 do in these assays?
mcGAS RapidFire: -9

Results for COCCC(=O)Nc1ccc2c(c1)CN(C(=O)c1ccc(CSC)o1)CC2 ?
mcGAS RapidFire: -7&-1

How did O=[N+]([O-])c1ccc(Oc2cccnc2[N+](=O)[O-])c(Cl)c1 do in these assays?
mcGAS RapidFire: -41

How did COc1ccc(CNCc2ccc3n2CCN=C3c2ccccc2)cc1 do in these assays?
mcGAS RapidFire: -4

Results for Cc1csc(C(NC(=O)c2cc(S(=O)(=O)N(C)C)c[nH]2)C2CC2)n1 (centres undefined) ?
mcGAS RapidFire: 0

Results for Cc1cc(=O)[nH]c(NCCNC(=O)C2(C)CCC(C(=O)N(C)C)C2(C)C)n1 (centres undefined) ?
mcGAS RapidFire: 7

What do the screens show for `CCOc1ccc(C(=O)N2CCC3(CCOCC3)CC2)o1`?
mcGAS RapidFire: -10

How did Cc1ccc(-c2nnc(NCCCN3CCOCC3)c3ccccc23)cc1 do in these assays?
mcGAS RapidFire: -4

Results for COc1cc(NC(=O)CSc2n[nH]c(N)n2)cc(OC)c1OC ?
mcGAS RapidFire: -6

What do the screens show for `CCOC(=O)c1nn(-c2ccccc2)c(=O)cc1OCC(=O)Nc1ccc(OC)cc1OC`?
mcGAS RapidFire: -8

What do the screens show for `CN(Cc1ccc2nsnc2c1)Cc1ncc[nH]1`?
mcGAS RapidFire: -15

What do the screens show for `CCn1ncnc1CN1CCCC(c2n[nH]c(=O)n2-c2ccccc2)C1` (centres undefined)?
mcGAS RapidFire: -1

What do the screens show for `CCOC(=O)C[n+]1c(C)cc(C)cc1C`?
mcGAS RapidFire: -6

What do the screens show for `COc1cc(NC(=O)NCCc2ccc3c(c2)CCCN3C)cc(OC)c1`?
mcGAS RapidFire: -17

How did CCN(CC)c1ccc2cc(-c3nnc(Nc4ccccc4C(F)(F)F)s3)c(=O)oc2c1 do in these assays?
mcGAS RapidFire: -13

How did O=C(Cc1c(F)cccc1F)NS(=O)(=O)N1CCc2ccccc21 do in these assays?
mcGAS RapidFire: 1

How did COc1cccc(CNc2nccn3ccnc23)c1 do in these assays?
mcGAS RapidFire: -4

What do the screens show for `CCCNS(=O)(=O)c1ccc(I)cc1`?
mcGAS RapidFire: -1

Results for Cc1ccc(S(=O)(=O)N(C)C)cc1NCC(=O)Nc1ccc(C(C)(C)C)cc1 ?
mcGAS RapidFire: -3

Results for CN(Cc1cc(Cl)nc(Cl)c1)CC1(O)CCCC1 ?
mcGAS RapidFire: -7

What do the screens show for `Cn1c(=O)c2nc(NNC(=O)c3ccc(Br)cc3)cnc2n(C)c1=O`?
mcGAS RapidFire: -6

Results for Cc1nnc(SCCC(C)C)[nH]c1=O ?
mcGAS RapidFire: 2

What do the screens show for `COc1ccc(NC(=O)c2sc(=O)n(Cc3ccc(S(C)(=O)=O)cc3)c2C)cc1`?
mcGAS RapidFire: -3

How did Cn1nnnc1SCCNC(=O)c1ccc2nc(C3CCCCC3)oc2c1 do in these assays?
mcGAS RapidFire: -1

How did CCCCN1CC2=C(C1=O)C(c1ccc(OCC)cc1)NC(=O)N2 (centres undefined) do in these assays?
mcGAS RapidFire: -9

How did CCn1c2ccccc2c2cc(NC(C)C(=O)N(C)C3CCS(=O)(=O)C3)ccc21 (centres undefined) do in these assays?
mcGAS RapidFire: -9

Results for Cc1nc(=S)c2sc3nc4c(cc3c2[nH]1)COC(C)(C)C4 ?
mcGAS RapidFire: -20

How did COc1cccc(CN2CCCC(O)(CN3CCCNCC3)C2=O)c1OC (centres undefined) do in these assays?
mcGAS RapidFire: 10

Results for Cc1cnn(C2CCCN(C(=O)c3cn[nH]c3-c3ccncc3)C2)c1 (centres undefined) ?
mcGAS RapidFire: -10

Results for CCCNc1ncc(CN2CC[C@@H](N)[C@@H](OC)C2)cn1 ?
mcGAS RapidFire: 1

How did CCOC(=O)C1CCCN(Cc2nc(Cc3ccccc3Cl)no2)C1 (centres undefined) do in these assays?
mcGAS RapidFire: -10

Results for c1ccc(-n2cncn2)c(CNC2CCSC2)c1 (centres undefined) ?
mcGAS RapidFire: -7

How did CC1Oc2ccc(C(F)(F)F)cc2N(c2cccc(F)c2)C1=O (centres undefined) do in these assays?
mcGAS RapidFire: -5

How did COc1ccccc1C(C)N(C)C(=O)c1cnn2c(C)cc(C)nc12 (centres undefined) do in these assays?
mcGAS RapidFire: 3

Results for CC=Cc1ccc(OCCN2C(=O)NC(C)(C)C2=O)c(OC)c1 ?
mcGAS RapidFire: 1

Results for COc1ccc([N+](=O)[O-])cc1CN1CCCn2cccc2C1c1ccc(C(F)(F)F)cc1 (centres undefined) ?
mcGAS RapidFire: -10

What do the screens show for `Cc1noc(CN(C)Cc2cccc(C(=O)Nc3ccc4nccnc4c3)c2)n1`?
mcGAS RapidFire: -1

Results for O=C(O)CCC(=O)c1ccc(-c2ccn[nH]2)cc1 ?
mcGAS RapidFire: -40
